HTR5A ag ctr: HTR5A agonists in luminescence cell assay, primary screen, counter-screen for OPRM1-OPRD1 heterodimer agonist project, full-deck HTS | 5-hydroxytryptamine receptor 5A (Homo sapiens), P47898 | cell-based | activation, % at 9.3 µM | hit rate 0.61% among 340,000 | AID 504692, 2011; in the data active = activation mostly above about 9.5%, no sharp cut-off; inactive = mostly below about 7.6%;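 also: 0% = cells with vehicle only and 100% = reference agonist; strong numbers were not always called active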
Arr AP2 block: inhibitors of beta-arrestin/AP2 binding, primary screen, biochemical, GPCR trafficking, flow cytometry; FITC-arrestin peptide / GST-AP2 beads; AP2 beta2 appendage carries R879A mutation; inhibition, % at 10 µM; beta-arrestin 1 C-terminal peptide binding to AP2 beta2-adaptin appendage (human); hit rate 0.31% among 340,000;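 active = inhibition above a set limit, near 3 SD of compounds lacking own fluorescence, cut at about 54% in these data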;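 also: plate controls were DMSO wells for no effect and 5 µM unlabelled arrestin peptide for full effect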
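Material – GST-tagged AP2 beta2-adaptin appendage (R879A) on 4 µm glutathione beads · Probe or stimulus – fluorescein-tagged arrestin peptide at 50 nM final · Timing – 12 min plus 1 h, RT · Detection – bead flow cytometry, FITC channel · Read-out basis – inhibition as reduced fluorescein signal on beads, percent · Medium – PBS plus Tween 20 (0.05%) and BSA (0.1%)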
HTR5A inv ctr: HTR5A inverse agonists in luminescence cell assay, primary screen, counter-screen for OPRM1-OPRD1 heterodimer inverse agonist project, full-deck HTS; 5-hydroxytryptamine receptor 5A (Homo sapiens), P47898; HTR5A cell line, inverse agonism; inhibition, % at 9.3 µM; hit rate 0.083% among 340,000; AID 504634, 2011; in the data active = inhibition mostly above about 23%, no sharp cut-off; inactive = mostly below about 18%;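 also: 0% = cells with DMSO and 100% = no-cell wells with DMSO; some compounds called inactive have numbers as strong as hits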
PKA-R2B activ: activators of PKA-R2B holoenzyme, primary screen, biochemical, fluorescence polarization, Cy5-IP20, human. hit rate 0.079% among 340,000. AID 504700, 2011. PKA-R2B holoenzyme dissociation; R2B truncated from residue 108, S112A mutant; 0% DMSO only, 100% 113 µM cGMP. activation, % at 11.4 µM;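 active = activation above a cutoff set at the mean over all compounds plus 3 SD, cut at about 18% in these data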;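 also: higher means more holoenzyme dissociation and a rise in polarization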
MOR-DOR ag: agonists of OPRM1-OPRD1 heterodimerization, primary screen, cell-based, luminescence; Mu-type opioid receptor (Homo sapiens) + Delta-type opioid receptor (Homo sapiens), …; cells; activation, % at 9.3 µM; hit rate 0.3% among 340,000; AID 504326, 2011; in the data active = activation above about 18%;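 also: 0% = vehicle-treated cells and 100% = reference agonist; values of inactives mirror those of a sister screen read the other way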
DAGLB inh: DAGLB lipase inhibitors, primary screen, biochemical, fluorescence, HTS. Diacylglycerol lipase-beta (Homo sapiens), Q8NCG7. HEK293T DAGLB membrane lysate, EnzChek fluorogenic substrate. hit rate 0.059% among 340,000. AID 504411, 2011. inhibition, % at 5.17 µM; in the data active = inhibition above about 34%;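 also: 0% = enzyme with vehicle and 100% = wells lacking enzyme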
OPRM1-OPRD1 inv: inverse agonists of MOR-DOR heterodimerization, primary screen, cell-based, luminescence; hit rate 0.21% among 340,000; cell-based MOR-DOR heterodimer luminescence, inverse agonism; inhibition, % at 9.3 µM; in the data active = inhibition above about 22%, passing the limit was not always enough;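 also: 0% = cells with DMSO and 100% = wells without cells with DMSO; values of inactives mirror those of a sister screen read the other way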
PKA-R1A activ: activators of PKA-R1A holoenzyme, primary screen, biochemical, fluorescence polarization, Cy5-IP20, bovine R1A, mouse PKAc; PKA-R1A dissociation; scaled: DMSO 0%, 113 µM cGMP 100%; activation, % at 11.4 µM; cAMP-dependent protein kinase type I-alpha regulatory subunit (Bos taurus) + …; AID 504707, 2011; hit rate 0.083% among 340,000;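 active = percent activation above the mean of all tested compounds plus 3 SD, cut at about 19% in these data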;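 also: higher means more PKAc released from R1A so a rise in polarization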
DSG3 Ab inh: inhibitors of pemphigus antibody binding to DSG3, primary screen, biochemical, bead-based, flow cytometry, scFv-GFP. Desmoglein-3 (Homo sapiens), P32926. DSG3-coupled beads, scFv-anti-DSG3-GFP binding; hits give low values. binding (percent of control), % at 10 µM. hit rate 0.48% among 310,000;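 active = binding more than 3 SD below its plate's average and above zero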;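 also: hits lower antibody fragment binding to DSG3; some compounds called inactive have numbers as strong as hits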
Target sequence (P32926 whole entry, looked up, the tested form may be a part): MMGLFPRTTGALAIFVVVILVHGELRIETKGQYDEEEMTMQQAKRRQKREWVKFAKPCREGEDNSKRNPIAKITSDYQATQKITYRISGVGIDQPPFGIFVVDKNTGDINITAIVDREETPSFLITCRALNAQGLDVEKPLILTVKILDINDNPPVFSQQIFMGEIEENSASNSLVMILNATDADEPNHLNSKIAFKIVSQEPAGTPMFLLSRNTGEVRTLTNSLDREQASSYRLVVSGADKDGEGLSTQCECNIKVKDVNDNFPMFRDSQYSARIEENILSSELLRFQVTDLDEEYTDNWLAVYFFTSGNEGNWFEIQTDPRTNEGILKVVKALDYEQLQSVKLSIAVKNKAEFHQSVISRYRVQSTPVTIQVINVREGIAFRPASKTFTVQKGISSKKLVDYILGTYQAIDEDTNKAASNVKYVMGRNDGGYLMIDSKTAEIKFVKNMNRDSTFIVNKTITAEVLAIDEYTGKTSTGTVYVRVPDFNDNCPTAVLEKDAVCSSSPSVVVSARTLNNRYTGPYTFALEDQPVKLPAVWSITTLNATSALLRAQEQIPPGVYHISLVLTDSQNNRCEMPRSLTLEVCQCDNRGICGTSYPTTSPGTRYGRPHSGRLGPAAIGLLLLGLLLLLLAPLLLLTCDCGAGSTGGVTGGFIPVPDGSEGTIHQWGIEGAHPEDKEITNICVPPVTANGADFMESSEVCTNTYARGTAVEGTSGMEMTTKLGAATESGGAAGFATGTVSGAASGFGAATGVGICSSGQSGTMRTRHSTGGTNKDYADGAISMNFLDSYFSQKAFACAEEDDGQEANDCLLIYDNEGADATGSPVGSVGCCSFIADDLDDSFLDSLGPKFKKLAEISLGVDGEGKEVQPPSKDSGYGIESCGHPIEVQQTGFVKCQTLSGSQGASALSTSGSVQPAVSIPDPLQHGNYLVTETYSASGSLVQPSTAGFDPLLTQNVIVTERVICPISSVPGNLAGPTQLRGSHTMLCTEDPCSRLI
V-ATPase pHluor: regulators of yeast V-ATPase proton pumping, primary screen, pHLuorin cytosolic pH fluorescence. S. cerevisiae. response, % at 10 µM. hit rate 0.37% among 350,000. AID 504577, 2011; in the data active = response mostly above about 7.3%, no sharp cut-off; inactive = mostly below about 5.4%; also: actives read high; inactives centre near 0; some compounds called inactive have numbers as strong as hits; reference of the scale not given here
* hit, by the source's call; x = no result given; & = joins results of further samples.

SMILES	HTR5A ag ctr	Arr AP2 block	HTR5A inv ctr	PKA-R2B activ	MOR-DOR ag	DAGLB inh	OPRM1-OPRD1 inv	PKA-R1A activ	DSG3 Ab inh	V-ATPase pHluor
Cc1cc2ccccn2c1C(=O)c1nc(N2CCOCC2)ncc1Cl	-3.4	26.6	19.6	-1.5	-1.8	-3.7	9.3	-10.5	92.7	-3.5
COc1cc(S(=O)(=O)NC2CCCC2)ccc1F	1.0	16.8	-11.4	-4.8	-2.0	-0.1	10.9	-7.4	90.4	0.5
O=C(CCNC(=O)c1ccc([N+](=O)[O-])cc1)Oc1ccc(F)c(F)c1	3.7	-8.4	-16.4	1.1	-4.7	0.0	18.4	4.0	x	-1.2
COc1ccccc1NC(=O)NNC(=O)c1cc2ccccc2cc1O	1.6	-12.4	-5.9	-8.5	0.0	8.1	0.1	-8.3	114.6	1.3
CSc1ccc(CN(C)CC(=O)Nc2cccc(Br)c2)cc1	1.9	0.5	18.1	-11.9	2.9	-8.8	-14.8	-0.6	107.7	-1.1
NC(=O)C(c1ccccc1)C1CCCCC1 (configuration not stated)	0.4	22.7	-33.2	-13.4	-0.6	-1.5	3.0	-5.7	102.3	6.2
O=C1CNC(=S)N1Cc1ccc(F)cc1	-3.6	-5.7	-3.3	-0.2	-3.5	-0.4	18.0	-4.6	103.9	0.6
CN(C)Cc1cc(C(C)(C)C)cc(C(C)(C)C)c1O	-0.8	-22.9	2.7	-5.3	-3.4	-1.5	17.9	-3.5	100.3	-0.5
O=C(N/N=C/c1ccccc1F)C(=O)N1CCCCCC1	0.4	7.1	-1.1	2.4	-0.9	-0.9	4.9	-4.1	109.8	6.9
CCCc1ccc2oc(C(=O)N3CCN(CCC(N)=O)CC3)c(C)c2c1	0.8	1.1	-2.9	3.9	-1.5	-1.5	7.4	-8.7	114.9	-0.9
Cc1ccc(S(=O)(=O)Nc2cc(NC(=O)CN3CCOCC3)ccc2Cl)cc1	2.9	3.7	-8.6	4.6	-0.1	-1.5	0.5	-5.7	x	-3.3
CNC(=O)Oc1ccc2c(c1)[C@]1(C)CCN(C)[C@@H]1N2C	-1.6&1.2	-0.5&7.4	5.6&-4.3	-4.2&1.4	0.2&2.5	-0.8&2.4	-0.9&-13.4	-5.1&0.6	98.5&107.3	-0.8&-2.8
CCc1nnc(NC(=O)CC(C)c2ccccc2)s1 (configuration not stated)	3.0	-2.5	-11.2	1.1	-1.5	-0.9	7.0	-6.0	96.7	-4.5
CN(CCc1ccccn1)c1ccc([N+](=O)[O-])cn1	0.5	-3.0	-29.2	-2.9	-1.0	0.3	5.2	-1.2	110.3	-3.2
COc1cc2ncnc(N[C@H](C)c3ccccc3)c2cc1OC	0.1	-0.5	-0.3	-13.6	0.1	-1.6	-0.5	-13.0	92.3	0.1
Cc1ccccc1OCC(O)CNC1CCC(NCC(O)COc2ccccc2C)CC1 (configuration not stated)	1.2	2.1	-4.5	-3.1	5.6	0.1	-26.4	-8.1	111.4	6.5
Cc1cc(C)c(NC(=O)Cn2nnc(C(=O)NCc3cccs3)c2N)c(C)c1	0.3	13.8	-41.5	1.6	22.2*	0.2	-122.6	2.2	100.0	-0.9
CN(CCOc1ccc(-c2ccn(S(=O)(=O)c3cccc4ccccc34)n2)cc1)c1ccccn1	1.8	-0.2	-10.9	-0.4	-2.1	-5.7	11.2	-9.4	x	-0.7
CCc1nccn1CCC(=O)NC1CCCc2c1cnn2-c1ccc(F)cc1F (configuration not stated)	-3.0	52.0	7.7	13.9	-2.4	-3.8	9.6	-0.9	114.2	4.9
Cc1ccc(S(=O)(=O)N(C)C[C@@H]2OCc3cnnn3CCCC(=O)N([C@H](C)CO)C[C@H]2C)cc1	x	x	x	-1.0	x	0.7	x	-10.6	103.0	0.0
CC1CCCN(C(=O)COC(=O)C2CCN(S(=O)(=O)c3ccc4c(c3)OCCO4)CC2)C1 (configuration not stated)	-4.5	14.2	11.7	-14.6	2.4	-2.2	-15.9	-13.3	107.6	7.2
O=C(NC(Cc1ccccc1)C(=O)O)/C(=C/c1ccccc1)NC(=O)c1ccc(Br)o1 (configuration not stated)	-6.9	1.5	18.3	4.2	0.0	-0.8	0.2	11.8	x	0.0
COC(=O)c1cccc(C(=O)Nc2ccc(F)cc2)n1	4.7	-2.1	-10.9	-2.4	0.9	3.2	-5.4	-10.3	109.5	-1.1
CC(=O)c1c(C(C)=O)c(C)n(-c2nc(-c3cccs3)c(C)s2)c1C	-3.2	27.6	-8.8	-11.5	-2.2	0.6	13.5	0.3	97.8	-2.8
COc1ccc2c(c1)[nH]c1c(=O)n(Cc3ccncc3)cnc12	-3.3	-4.0	9.7	-9.0	-1.7	-1.4	8.6	7.1	97.3	-0.2
COCc1nc2ccccc2n1CCCOc1ccccc1	-5.8	0.2	14.7	-3.5	0.5	-5.8	-2.0	5.2	x	1.4
O=C1N=c2ccccc2=C1c1sc(=S)n(NC(=O)c2ccccc2)c1O	-4.0	6.6	7.0	-7.0	2.8	2.6	-14.2	-1.1	117.7	-3.1
O=c1oc2ccc(Br)cc2cc1S(=O)(=O)c1ccc(F)cc1	-2.0	20.8	5.5	-12.3	-0.5	2.5	3.0	-0.7	98.6	-2.5
CCc1ccc(NC(=O)CCn2c(=O)c3cccn3c3ccccc32)cc1	2.5	-5.8	3.0	-12.9	-0.9	0.1	4.4	-3.3	109.8	-1.8
C=CCNC(=O)c1ccc(-c2cccc([N+](=O)[O-])c2)o1	-2.6	x	-2.1	-5.1	-2.4	1.9	11.1	-6.1	103.9	-1.7
O=C(NCCCn1ccnc1)c1ccc(-c2cccc(Cl)c2Cl)o1	5.4	4.9	-13.3	-8.2	-0.7	1.3	2.8	-3.8	100.0	3.4
COc1ccccc1NC(=O)COC(=O)CCC(=O)c1cccs1	-0.2	1.6	16.1	-6.8	-0.6	0.5	3.5	-0.9	103.9	-2.8
CC1CCC/C(=C\Nc2ccc(C(=O)O)c(O)c2)C1=O (configuration not stated)	1.6	12.2	-5.2	-6.7	-2.2	-3.2	11.6	-5.8	99.3	0.2
Cc1cccc(OCc2n[nH]c(=S)o2)c1C	-1.1	-7.9	-7.9	-4.5	-4.8	3.5	22.4	-8.4	155.5	-0.7
c1cc(-c2nn[nH]n2)ccc1CN1CCCCC1	19.3*	10.6	-54.3	0.8	-1.7	1.8	9.2	-2.2	102.1	0.9
Cc1ccc(S(=O)(=O)N(C)C)cc1NC(=O)CSc1nncs1	1.0	23.6	1.5	10.1	-0.3	-0.3	1.8	-15.0	103.7	2.0
Cc1ccc2nc(SC(C)C(=O)NCc3ccc4c(c3)OCO4)[nH]c2c1 (configuration not stated)	-2.2	x	-8.1	-2.1	-3.6	-0.1	18.3	-4.2	85.5	-0.8
O=C(CCc1ccccc1)N1CCN(c2ccccc2F)CC1	-3.8	-0.4	-28.7	-8.1	-0.3	-7.7	1.6	-2.6	99.1	-2.2
CN1CCc2c(sc(NC(=O)c3ccc(S(=O)(=O)N4CCOCC4)cc3)c2C(N)=O)C1	5.5	5.0	-16.6	0.2	-1.6	0.4	9.4	-4.1	106.9	-2.7
CC(=O)Nc1cc(C(=O)NCc2ccco2)ccc1Sc1ccc(Cl)cc1	1.2	3.4	-9.0	-1.3	-1.7	-2.2	9.0	6.3	101.3	-2.4
CCNC(=S)N/N=C/c1cc(C)n(-c2ccc(Cl)cc2)c1C	-3.5	-5.6	5.6	-0.8	0.2	2.4	-1.0	-0.7	108.2	1.9
COC(=O)c1cccc(NC(=O)Cc2ccsc2)c1	-2.3	-15.4	9.1	-0.9	-3.0	1.0	14.1	-2.2	100.3	-1.4
CCN1CCN(Cc2ccc(NC(=O)c3cc(NC(=O)c4cncc(-c5cccs5)c4)cc(OC)c3)cc2C(F)(F)F)CC1	x	x	x	4.0	x	0.2	x	-10.3	130.0	1.0
Cc1ccc(C2/C(=C(/O)c3ccc(OC(C)C)cc3)C(=O)C(=O)N2CCN2CCOCC2)cc1 (configuration not stated)	-0.7	4.5	10.4	-5.3	-3.4	-5.0	14.0	-1.0	x	-0.4
COc1ccc(C2NC(=S)NC(C)=C2C(=O)N2CCOCC2)cc1 (configuration not stated)	-0.9	-13.1	-5.8	2.4	0.8	1.2	-4.7	-4.8	104.3	4.1
Cn1cnnc1SCC(=O)Nc1ccccc1Oc1ccccc1	0.4	2.0	-1.1	-2.5	-1.0	-0.6	5.1	2.2	98.5	-2.2

MOR-DOR ag: entries above that show a hit.
compound,Arr AP2 block,PKA-R2B activ,MOR-DOR ag,DAGLB inh,OPRM1-OPRD1 inv,PKA-R1A activ,DSG3 Ab inh,V-ATPase pHluor
Cc1cc(C)c(NC(=O)Cn2nnc(C(=O)NCc3cccs3)c2N)c(C)c1,13.8,1.6,22.2*,0.2,-122.6,2.2,100.0,-0.9

Seven consecutive records already listed, for reference:
SMILES	HTR5A ag ctr	Arr AP2 block	HTR5A inv ctr	PKA-R2B activ	MOR-DOR ag	DAGLB inh	OPRM1-OPRD1 inv	PKA-R1A activ	DSG3 Ab inh	V-ATPase pHluor
O=C(CCc1ccccc1)N1CCN(c2ccccc2F)CC1	-3.8	-0.4	-28.7	-8.1	-0.3	-7.7	1.6	-2.6	99.1	-2.2
CN1CCc2c(sc(NC(=O)c3ccc(S(=O)(=O)N4CCOCC4)cc3)c2C(N)=O)C1	5.5	5.0	-16.6	0.2	-1.6	0.4	9.4	-4.1	106.9	-2.7
CC(=O)Nc1cc(C(=O)NCc2ccco2)ccc1Sc1ccc(Cl)cc1	1.2	3.4	-9.0	-1.3	-1.7	-2.2	9.0	6.3	101.3	-2.4
CCNC(=S)N/N=C/c1cc(C)n(-c2ccc(Cl)cc2)c1C	-3.5	-5.6	5.6	-0.8	0.2	2.4	-1.0	-0.7	108.2	1.9
COC(=O)c1cccc(NC(=O)Cc2ccsc2)c1	-2.3	-15.4	9.1	-0.9	-3.0	1.0	14.1	-2.2	100.3	-1.4
CCN1CCN(Cc2ccc(NC(=O)c3cc(NC(=O)c4cncc(-c5cccs5)c4)cc(OC)c3)cc2C(F)(F)F)CC1	x	x	x	4.0	x	0.2	x	-10.3	130.0	1.0
Cc1ccc(C2/C(=C(/O)c3ccc(OC(C)C)cc3)C(=O)C(=O)N2CCN2CCOCC2)cc1 (configuration not stated)	-0.7	4.5	10.4	-5.3	-3.4	-5.0	14.0	-1.0	x	-0.4

Bioassay records: PubChem BioAssay, several laboratories
